IDE cell activ – boosts human insulin-degrading enzyme activity in HEK cells. hit rate 0.073% among 340,000. activation, % at 5.96 µM. FAbeta-B cleavage, fluorescence polarization; 0% vehicle, 100% cell-free pure enzyme wells. P14735;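 active means activation above the mean of all tested compounds plus 3 SD, set per screening campaign, cut at about 17% in these data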
NS3 helicase inh – blocks Hepatitis C virus NS3 helicase unwinding. NS3 helicase DNA unwinding, Cy5 molecular beacon fluorescence. inhibition, % at 10.9 µM. hit rate 0.56% among 290,000. AID 1800;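 active means inhibition above the mean of all tested compounds plus 3 SD, set per campaign, cut at about 35% in these data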;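 further: 0% = DMSO wells and 100% = thioflavine S control wells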
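System: HCV NS3 helicase fragment; control set: DMSO and thioflavine S; technique: Cy5 fluorescence at 0 and 60 min, beacon hairpin quenching; reagent: beacon DNA duplex substrate plus ATP; replicates: singlicate; schedule: 1 h reaction at 25 °C, ATP-initiated; medium: MOPS buffer pH 6.5 with MgCl2, DTT, Tween20, BSA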
UBC9 SUMO inh – SUMOylation inhibition. P63279. hit rate 0.36% among 290,000. HTRF SUMOylation assay, SAE1/SAE2 + UBC9, in vitro. inhibition, % at 35 µM. AID 2006; in the data active means inhibition above about 50%, passing the limit was not always enough; further: strong numbers were not always called active
Target sequence (P63279 whole entry, looked up): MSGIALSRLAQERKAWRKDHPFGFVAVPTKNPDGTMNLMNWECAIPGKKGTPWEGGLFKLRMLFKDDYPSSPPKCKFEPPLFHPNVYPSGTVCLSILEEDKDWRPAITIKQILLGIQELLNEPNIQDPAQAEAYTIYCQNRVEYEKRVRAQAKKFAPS
IMP-1 inh – inhibitors of Pseudomonas aeruginosa IMP-1 metallo-beta-lactamase; inhibition, % at 5.6 µM; hit rate 0.45% among 290,000; purified IMP-1, nitrocefin hydrolysis, epi-absorbance fluorescence; AID 1556;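 active means inhibition above the mean plus 3 SD of all compounds in the same screening run, cut at about 4.5% in these data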;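 further: 0% = IMP-1 with DMSO and 100% = DMSO wells lacking enzyme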
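Assay system: purified recombinant IMP-1 beta-lactamase. Input: IMP-1 0.2 nM before substrate addition. Buffer or medium: Zinc- and detergent-supplemented HEPES buffer, pH 7.1. Schedule: 25 °C, 15 min preincubation, 25 min reaction. Signal: Epi-absorbance fluorescence, 480 nm excitation, 530 nm emission. Evaluation: percent inhibition from optical density relative to buffer-blank wells.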
M18AAP inhibitor – blocks P. falciparum M18 aspartyl aminopeptidase | inhibition, % at 7.35 µM | hit rate 1.2% among 290,000 | AID 1822 | recombinant PfM18AAP, H-Glu-NHMec fluorogenic cleavage;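 active means inhibition above the campaign mean inhibition over all tested compounds plus 3 SD, cut at about 28% in these data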;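 further: 0% = plate median of test compound wells and 100% = 2 mM ZnCl2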
FID counter – counter-screen for HCV NS3 helicase inhibitors: DNA intercalator displacement. DNA fluorescent intercalator displacement, fluorescence. AID 1845. inhibition, % at 7.9 µM. hit rate 0.17% among 290,000; in the data active means inhibition above about 37%;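 further: 0% = vehicle and 100% = reference compound; higher means more ethidium bromide displaced from hairpin DNA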
p-CIP stab down – compounds decreasing mouse p/CIP protein stability; F442A p/CIP-EGFP cells, EGFP fluorescence, 16 h; decrease of EGFP signal, % at 10 µM; hit rate 0.01% among 290,000;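 active means EGFP signal decrease of at least 30% at 10 µM or well 3 SD below plate mean, unless failing retest; inactive means the rest, including hits failing retest or dose response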; further: some compounds called inactive have numbers as strong as hits; many of its hits are not listed in these tables
IDE inh – inhibits human insulin-degrading enzyme in HEK cells. FAbetaB cleavage, fluorescence polarization. AID 434962. inhibition, % at 5.59 µM. P14735. hit rate 0.41% among 320,000;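 active means percent inhibition above the average of all tested compounds plus 3 SD, set per screening campaign, cut at about 16% in these data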;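 further: IDE supplied by intact live HEK cells; FP after avidin binding of uncleaved biotin substrate so inhibition keeps polarization high; 0% = DMSO wells and 100% = 60 µM reference IDE inhibitor Ii1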
VIM-2 inhibitor – inhibitors of Pseudomonas aeruginosa VIM-2 metallo-beta-lactamase. hit rate 0.89% among 290,000. inhibition, % at 5.6 µM. purified VIM-2, nitrocefin hydrolysis, epi-absorbance fluorescence;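 active means inhibition above the mean of all tested compounds plus 3 SD, cutoff set per screening run, cut at about 7.5% in these data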;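 further: red hydrolysis product quenches plate fluorescence so inhibitors raise well fluorescence; 0% = enzyme with DMSO and 100% = DMSO without enzyme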
Active calls of the source: *; . = not tested or not shown.

SMILES	IDE cell activ	NS3 helicase inh	UBC9 SUMO inh	IMP-1 inh	M18AAP inhibitor	FID counter	p-CIP stab down	IDE inh	VIM-2 inhibitor
COc1cc(CNc2ccccc2Oc2cc(=O)n(C)c(=O)n2C)cc(OC)c1OC	0.9	-5.6	10.4	-0.8	-3.0	-26.5	-7.4	2.6	-0.9
CN(C)Cc1nc2ccccc2c(=O)n1Cc1nc(-c2cccc([N+](=O)[O-])c2)cs1	1.4	-14.2	-11.2	-3.1	-2.7	10.2	0.4	4.5	-3.1
Cc1ccc(C(=O)N/C(=C\c2ccco2)C(=O)N2CCOCC2)cc1C	2.0	29.5	-6.3	0.5	22.8	-32.6	-7.3	-0.3	-1.2
O=S(=O)(Nc1nc2ccccc2nc1Cl)c1ccc2ccccc2c1	0.1	28.4	27.1	-1.7	-4.8	-45.7	-13.6	0.4	-2.4
Cc1cccc(NC(=O)c2ccc([N+](=O)[O-])o2)c1C	-4.2	10.3	-20.3	-0.2	-0.8	-0.6	4.9	1.6	-3.1
COc1ccc(C(=O)Nc2ccc(C(=O)OCC(=O)c3ccccc3)cc2)cc1	3.3	4.9	28.6	-1.0	1.0	-0.1	-10.6	6.9	-2.2
CC(C)N1CCN(Cc2coc3ccccc3c2=O)CC1CCO (configuration not stated)	-3.1	-6.2	8.9	-2.0	-10.3	-2.2	-22.1	0.5	-0.8
CSc1nnc(-c2ccco2)n1-c1ccccc1	-7.9	-6.7	26.4	1.6	-13.6	-6.6	-0.2	-1.8	-5.0
Cc1cc(C(=O)N2CCN(c3ncccn3)CC2)nn1C	2.6	-14.1	15.2	-1.4	-6.1	-2.7	-4.0	6.0	-0.9
Cc1ccc(N2CC(C(=O)NC3CC3)CC2=O)cc1 (configuration not stated)	1.2	12.7	10.8	-1.7	6.0	-15.2	-11.0	-1.6	-2.2
Nc1cc(C(=O)OCC(=O)NC(c2ccccc2)c2ccccc2)ccc1Cl	4.0	-3.7	10.9	0.6	-0.6	-1.9	5.0	-0.8	-0.6
CCN(CC)CCn1c(N)cc(=O)[nH]c1=O	5.1	10.2	-4.9	-2.4	-4.1	4.7	-2.7	3.4	-1.0
COc1cc(OC)nc(NC(=S)NC(=O)c2ccccc2)n1	0.6	1.4	0.0	-1.4	-8.9	0.8	2.7	4.7	-1.5
Cc1ccc(C(=O)N/N=C\c2ccc(-c3ccc(Cl)cc3)o2)cn1	-10.8	-1.2	9.5	-4.3	10.4	-24.4	-5.5	7.8	-4.3
NC(=O)c1ccccc1NC(=S)NC(=O)c1ccc(Br)o1	5.0	-4.9	0.4	-4.0	14.0	1.4	5.7	6.0	-0.6
Clc1ccc(CSc2nc3ccncc3[nH]2)cc1	-0.7	-7.5	3.9	-3.7	7.5	0.0	-16.1	-2.3	-1.4
Cc1ccc(S(=O)(=O)Nc2ccc(C(=O)NC3CC3)cc2)cc1	0.6	-6.3	1.7	-2.2	5.5	-11.8	6.9	-1.7	-3.3
COCCN(CCOC)S(=O)(=O)c1ccc(C(=O)Nc2nc(-c3ccncc3)cs2)cc1	6.9	-5.3	1.5	-2.4	5.2	-18.0	8.7	-13.4	-2.2
COC(=O)C1CCN(C(=O)CSc2nnc(-c3ccncc3)o2)CC1	0.2	-0.2	-2.0	-2.5	-6.4	-2.3	-0.4	-2.5	0.1
Cc1c(NC(=O)OCCSc2nc(N(C)C)nc(N(C)C)n2)sc(=S)n1C	-0.5	5.3	13.1	-2.6	-4.5	-1.6	-3.8	1.0	-3.7
CCN(Cc1ccccc1)C1CCN(Cc2ccccc2)CC1	0.9	3.6	0.2	-1.8	3.6	14.4	-16.0	3.7	-1.9
N#Cc1nc(-c2ccc(OCc3ccccc3)cc2)oc1NCCCn1ccnc1	-2.5	-7.7	-20.0	-2.4	2.9	0.2	4.7	11.2	-3.1
CC(C)c1ccccc1NC(=O)CNCCOc1ccccc1F	-0.2	-12.1	6.0	-1.1	-2.1	5.2	21.5	4.5	-0.6
CCCC(C)NC(=O)CN1C(=O)c2cccc3cccc1c23 (configuration not stated)	1.3	-5.9	16.9	-2.3	-1.2	-8.9	-13.0	-2.6	-1.4
CCOc1cccc(OCCOCCN2CCCC2)c1	-1.7	6.9	6.6	-3.4	-2.1	7.2	-15.0	1.6	1.3
CCOC(=O)c1c(NC(=O)c2ccoc2C)sc(C)c1C	3.1	5.3	0.7	-5.9	-8.7	-6.1	-19.6	0.3	-4.8
O=C(c1cccs1)N1CCC2(O)CCCCC2C1c1ccc(F)cc1 (configuration not stated)	3.5	4.9	3.1	1.2	8.6	-20.5	-10.6	5.3	2.1
Cc1ccc(NC(=O)Nc2ccccc2C(N)=O)cc1	1.5	4.4	19.0	-2.3	-2.2	-4.1	-3.1	-0.3	-1.8
Cc1cc(C)n(CCN(C)c2nc3nonc3nc2NC2CC2)n1	-4.1	8.7	15.5	-4.0	-2.1	-2.5	-9.2	-0.2	-3.1
OC(COc1ccc(Cl)c2ccccc12)CN1CCN(c2ccccn2)CC1 (configuration not stated)	-0.3	-59.4	-17.4	-2.5	6.4	7.1	-0.2	-3.8	-0.3

A section from the list above:
SMILES	IDE cell activ	NS3 helicase inh	UBC9 SUMO inh	IMP-1 inh	M18AAP inhibitor	FID counter	p-CIP stab down	IDE inh	VIM-2 inhibitor
CC(C)c1ccccc1NC(=O)CNCCOc1ccccc1F	-0.2	-12.1	6.0	-1.1	-2.1	5.2	21.5	4.5	-0.6
CCCC(C)NC(=O)CN1C(=O)c2cccc3cccc1c23 (configuration not stated)	1.3	-5.9	16.9	-2.3	-1.2	-8.9	-13.0	-2.6	-1.4
CCOc1cccc(OCCOCCN2CCCC2)c1	-1.7	6.9	6.6	-3.4	-2.1	7.2	-15.0	1.6	1.3
CCOC(=O)c1c(NC(=O)c2ccoc2C)sc(C)c1C	3.1	5.3	0.7	-5.9	-8.7	-6.1	-19.6	0.3	-4.8
O=C(c1cccs1)N1CCC2(O)CCCCC2C1c1ccc(F)cc1 (configuration not stated)	3.5	4.9	3.1	1.2	8.6	-20.5	-10.6	5.3	2.1
Cc1ccc(NC(=O)Nc2ccccc2C(N)=O)cc1	1.5	4.4	19.0	-2.3	-2.2	-4.1	-3.1	-0.3	-1.8
Cc1cc(C)n(CCN(C)c2nc3nonc3nc2NC2CC2)n1	-4.1	8.7	15.5	-4.0	-2.1	-2.5	-9.2	-0.2	-3.1
OC(COc1ccc(Cl)c2ccccc12)CN1CCN(c2ccccn2)CC1 (configuration not stated)	-0.3	-59.4	-17.4	-2.5	6.4	7.1	-0.2	-3.8	-0.3

The list goes on.
SMILES	IDE cell activ	NS3 helicase inh	UBC9 SUMO inh	IMP-1 inh	M18AAP inhibitor	FID counter	p-CIP stab down	IDE inh	VIM-2 inhibitor
CCN(CC)c1ccc(NC(=O)c2cnc3ccccn3c2=O)c(C)c1	7.2	2.8	-3.7	-1.7	-3.2	-2.4	-9.0	9.6	-1.6
COc1ccccc1CN1CC(C(=O)NCc2cccc(C)n2)CCC1=O (configuration not stated)	0.7	3.5	4.6	-2.4	-1.3	-20.4	2.5	-3.5	-3.7
O=C1/C(=C/c2ccc([N+](=O)[O-])cc2)CCc2ccccc21	.	-7.0	27.5	-3.0	5.3	-2.5	-1.2	2.7	-1.7
C/C(=N\NC(=O)C1=NNC(=O)C1C)c1cccs1 (configuration not stated)	.	3.5	1.0	-1.5	1.4	-5.2	-7.3	6.8	-3.3
COc1ccc(OC)c(CCNC(=O)CCC(=O)N2CCOc3ccc(C)cc32)c1	3.3	-4.9	2.6	-3.3	-6.3	-39.4	-14.6	1.8	-2.9
COc1cccc(NC(=O)CN2C(=O)C(c3ccc(C)cc3)=NC23CCCCCC3)c1	3.7	16.5	-19.2	-4.2	-3.7	0.6	-4.6	-0.7	-4.1
COC(=O)C1=C(C)N(C)C(=O)NC1c1c(OC)ccc2ccccc12 (configuration not stated)	4.5	-4.1	-1.5	-1.6	-0.7	-24.1	4.7	1.5	-0.5
O=[N+]([O-])c1ccc(C2CC(c3ccccc3)=Nc3ccccc3S2)cc1 (configuration not stated)	-7.7	-6.3	9.5	-2.5	31.8*	2.6	3.4	10.3	-0.5
O=C(O)c1ccc(O)c(N2C(=O)Nc3ccccc3N2O)c1	-1.4	-3.5	38.5	-2.0	49.5*	-4.0	-17.1	-2.6	-0.4
CC12CC3(C)CC(C)(C1)CC(NC(=O)N1CCCC1)(C2)C3	4.7	-6.1	12.4	-1.2	3.1	-31.9	3.8	-2.9	-2.2
COc1ccc(OC)c(NC(=O)CCN2C(=O)c3cccc([N+](=O)[O-])c3C2=O)c1	1.8	-0.8	-8.1	0.5	-0.6	-6.9	-1.1	2.9	-0.9
COc1ccc(S(=O)(=O)N2CCOC2CNC(=O)C(=O)NCCN2CCOCC2)cc1OC (configuration not stated)	7.9	-0.7	4.3	-1.3	0.5	-4.8	-11.1	0.1	-1.1
Cc1cc(C)c(NS(=O)(=O)c2c(C)noc2C)c(C)c1	-2.6	2.5	5.8	-3.4	-0.1	-17.1	-5.2	4.5	-2.2
CC(=O)NC1C(OCc2cccc(Br)c2)OC(COC(C)=O)C(OC(C)=O)C1OC(C)=O (configuration not stated)	0.8	2.2	11.8	-2.2	4.4	-10.1	8.8	-4.3	0.1
O=C(/C=C/c1ccco1)NCC1OCCc2ccccc21 (configuration not stated)	2.9	29.4	30.1	-1.6	-15.6	-28.4	-6.6	3.6	-2.9
CC(C)CCOc1ccc(C2=NNC(=O)CC2)cc1	-4.9	0.8	8.7	-0.1	3.1	-15.0	-5.5	3.8	-2.9
N[C@@H](C(=O)N[C@@H]1C(=O)N2C(C(=O)O)=C(Cl)CS[C@H]12)c1ccccc1	2.2	6.4	17.8	-1.0	5.2	-5.4	-4.3	2.1	4.5
CCS(=O)(=O)n1nc(-c2ccccc2)cc1N	1.3	-2.7	9.6	-1.5	-7.5	-0.5	5.5	-2.9	1.5
Cc1cccc(-n2cc(CNCCN3CCOC3=O)c(-c3cccc(F)c3)n2)c1	-4.7	-26.7	8.2	-2.0	-0.4	15.0	3.1	-3.5	-2.9
O=C(OCc1nnn(Cc2ccccc2)c1-c1c(COC(=O)c2ccccc2)nnn1Cc1ccccc1)c1ccccc1	2.5	.	-6.5	.	.	.	-5.0	0.6	.
COc1cccc(-c2nc(N3CCN(c4ccccc4)CC3)c3ccccc3n2)c1O	4.3	-0.8	-4.6	-2.0	-1.0	1.0	0.4	2.8	-4.9
Cc1cc(=O)n2c3ccccc3n(CC(O)CN3CCC(C)CC3)c2c1C#N (configuration not stated)	5.6	6.7	0.8	1.2	-6.6	13.3	-5.9	.	4.5
Cc1ccc(C)c(CN2C(=O)C3(OCCCO3)c3ccccc32)c1	-2.1	5.5	3.1	-4.4	-1.8	-24.0	-7.8	5.6	-2.1

Source: PubChem (several laboratories)
